Screening data deposited in PubChem by Broad Institute.
Pf Dd2 inh = P. falciparum Dd2 growth inhibitors, primary screen, SYBR Green fluorescence, single dose replicates | 72 h; hits give low values | activity change, % at 10 µM | 94,000 compounds, 2.3% hits | AID 1159554, 2015; in the data active = activity change below about -80%
GASC1 inh = inhibitors of GASC-1 (KDM4C) histone demethylase, primary screen, biochemical, single concentration HTS; GST-KDM4C 2-372, H3K9me3 peptide, LANCE TR-FRET; 96,000 compounds, 0.15% hits; Lysine-specific demethylase 4C (Homo sapiens), Q9H3R0; inhibition, % at 12.5 µM;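 active = mean replicate inhibition above about 25%, with at least 55% of replicates also reaching it, limit read from the data, passing the limit was not always enough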
Target sequence (Q9H3R0 2-372 limits assumed): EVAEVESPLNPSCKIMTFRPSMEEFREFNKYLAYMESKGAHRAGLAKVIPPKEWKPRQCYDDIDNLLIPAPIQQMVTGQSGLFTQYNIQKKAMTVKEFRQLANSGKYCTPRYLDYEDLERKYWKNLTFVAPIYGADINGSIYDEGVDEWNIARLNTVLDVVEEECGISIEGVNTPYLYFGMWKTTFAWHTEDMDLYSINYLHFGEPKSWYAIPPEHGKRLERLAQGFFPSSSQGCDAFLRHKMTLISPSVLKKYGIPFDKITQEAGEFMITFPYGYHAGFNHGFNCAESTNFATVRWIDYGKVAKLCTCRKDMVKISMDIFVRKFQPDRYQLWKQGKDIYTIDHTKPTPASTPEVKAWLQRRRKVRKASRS
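material = GST-tagged GASC-1 (JMJD2C) catalytic fragment, aa 2-372 | amount = enzyme final amount 10 nM | medium = HEPES buffer, pH 7.5, plus ascorbate | also added = H3K9me3 peptide substrate, Fe(II), 2-oxoglutarate | dosing = single dose | times = 30 min demethylation and 1 h detection at room temperature | detection = LANCE TR-FRET | read-out basis = Fall in 671/618 emission ratio as inhibition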
C diff HTS = C. difficile growth inhibitors, primary screen, HTS. Clostridium difficile clinical isolate growth, OD600, 24 h; hits give low values. growth activity, negative = inhibition, % at 16 µg/mL (by protocol). AID 1259249, 2017. 86,000 compounds, 0.25% hits;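 active = mean growth activity at or below -80% and every replicate also at or below -80%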;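 note: 0% = DMSO wells and -100% = levofloxacin 16 µg/mL wells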
T cruzi growth = T. cruzi intracellular proliferation inhibitors, primary screen, cell-based, beta-gal Tulahuen parasites, NIH3T3 host, luminescence. inhibition, % at 8.34 µM. T. cruzi beta-gal in NIH3T3, GalScreen luminescence, 90 h. AID 624255, 2012. 77,000 compounds, 5.9% hits;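 active = mean inhibition above about 93%, with at least 55% of replicates each passing it, limit read from the data, passing the limit was not always enough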
Starred values were filed as active, the others as inactive; & = joins results of further samples.

What do the screens show for `CCC(=O)Nc1ccc2c(c1)C(=O)N(C)C[C@H](OC)[C@@H](C)CN(C(=O)COC)[C@H](C)CO2`?
Pf Dd2 inh: 24; GASC1 inh: 1.0

How did C[C@@H]1CN([C@@H](C)CO)C(=O)c2c(c3ccccc3n2C)-c2ccccc2CO[C@@H]1CN(C)S(=O)(=O)c1ccc(F)cc1 do in these assays?
Pf Dd2 inh: -61; GASC1 inh: -1.3; T cruzi growth: -18

How did CS(=O)(=O)N1CC(=O)N2[C@@H](CO)[C@H](c3ccc(C#Cc4ccccc4)cc3)[C@@H]2C1 do in these assays?
Pf Dd2 inh: 29; GASC1 inh: -3.9; C diff HTS: 7

Results for O=C(Nc1ccc(F)cc1)N1CCCCN2[C@H](CO)[C@H](c3ccc(-c4ccccc4F)cc3)[C@@H]2C1 ?
Pf Dd2 inh: -1; C diff HTS: -4; T cruzi growth: 115*

What do the screens show for `Cc1ccc(S(=O)(=O)Nc2cccc3c2O[C@H](CN(C)C(=O)NC(C)C)[C@@H](C)CN([C@H](C)CO)C3=O)cc1`?
Pf Dd2 inh: 0; GASC1 inh: -3.1; C diff HTS: -2; T cruzi growth: 38

How did COc1cccc(-c2cn(CC[C@H]3CC[C@H](NS(=O)(=O)Cc4ccccc4)[C@H](CO)O3)nn2)c1 do in these assays?
Pf Dd2 inh: -31; GASC1 inh: -2.8; T cruzi growth: 54

What do the screens show for `CCC(=O)N1CC2(C1)[C@H](c1ccc(-c3ccc(F)cc3)cc1)[C@H](CO)N2C(=O)CC`?
Pf Dd2 inh: -19; GASC1 inh: 1.8; C diff HTS: 2

What do the screens show for `O=C([C@@H]1[C@@H](CO)[C@@H]2Cn3c(cccc3=O)[C@@H]2N1Cc1ccccc1)N1CCCCC1`?
Pf Dd2 inh: -5; GASC1 inh: 0.1; C diff HTS: -3; T cruzi growth: 86

Results for O=C(C[C@H]1CC[C@H]2[C@@H](COC[C@@H](O)CN2Cc2ccc(Cl)cc2)O1)NCCc1ccccc1 ?
GASC1 inh: -3.3; C diff HTS: -12&-32; T cruzi growth: 21

How did CCNC(=O)[C@@H]1[C@@H](CO)[C@@H]2Cn3c(ccc(-c4ccccc4)c3=O)[C@H]1N2Cc1cccnc1 do in these assays?
Pf Dd2 inh: 5; GASC1 inh: -0.5; C diff HTS: 0; T cruzi growth: 58

How did C[C@H]1CN([C@@H](C)CO)C(=O)c2cccc(NC(=O)c3cnccn3)c2O[C@@H]1CN(C)Cc1ccc(C(F)(F)F)cc1 do in these assays?
Pf Dd2 inh: -18; GASC1 inh: -1.4; C diff HTS: 7; T cruzi growth: 0

Results for COc1ccc2c3c(n(C)c2c1)[C@@H](CO)N(CC1CCCCC1)CC31CCN(C(C)=O)CC1 ?
Pf Dd2 inh: -26; GASC1 inh: -2.7; C diff HTS: 12

What do the screens show for `C[C@H]1CN([C@@H](C)CO)C(=O)c2cc(C#Cc3ccccc3F)cnc2O[C@@H]1CN(C)C`?
Pf Dd2 inh: -20; GASC1 inh: 0.3; C diff HTS: 7; T cruzi growth: 45

How did C[C@@H]1CN([C@H](C)CO)C(=O)c2cc(NC(=O)C3CCCCC3)ccc2O[C@@H](C)CCCCO[C@@H]1CN(C)S(=O)(=O)c1cccs1 do in these assays?
Pf Dd2 inh: -84*; GASC1 inh: -1.6; C diff HTS: 6; T cruzi growth: 34

What do the screens show for `COc1ccc(CN(C)C[C@@H]2OCCCC[C@H](C)Oc3ccc(NC(=O)Nc4ccc(C(F)(F)F)cc4)cc3C(=O)N([C@H](C)CO)C[C@H]2C)cc1`?
Pf Dd2 inh: -43; C diff HTS: -96*; T cruzi growth: 50

Results for COc1ccc(NC(=O)N[C@H]2CC[C@H](CCNS(=O)(=O)c3ccccc3F)O[C@@H]2CO)cc1 ?
Pf Dd2 inh: -9; GASC1 inh: 1.3; T cruzi growth: -8

How did CC(C)C(=O)Nc1ccc2c(c1)C(=O)N(C)[C@@H]1CC[C@H](CC(=O)O)O[C@@H]1CO2 do in these assays?
Pf Dd2 inh: -60; GASC1 inh: 2.4; C diff HTS: 2; T cruzi growth: -14

What do the screens show for `Cc1ccc(S(=O)(=O)Nc2ccc3c(c2)CC(=O)N([C@@H](C)CO)C[C@H](C)[C@@H](CN(C)Cc2ccncc2)O3)cc1`?
Pf Dd2 inh: -21; GASC1 inh: -0.4; C diff HTS: 5; T cruzi growth: 18

How did Cc1ccc(S(=O)(=O)Nc2ccc3c(c2)C(=O)N([C@H](C)CO)C[C@H](C)[C@H](CN(C)CC2CC2)OCCCC[C@@H](C)O3)cc1 do in these assays?
GASC1 inh: 0.0; C diff HTS: 0; T cruzi growth: 47

How did C/C=C/c1ccc2c(c1)O[C@H](CN(C)C(=O)Cc1cccnc1)[C@H](C)CN([C@@H](C)CO)S2(=O)=O do in these assays?
Pf Dd2 inh: 66; GASC1 inh: 0.8

Results for CN1C(=O)c2cc(NC(=O)C3CCOCC3)ccc2OC[C@H]2O[C@@H](CC(=O)NCc3ccccc3F)CC[C@@H]21 ?
Pf Dd2 inh: -3; GASC1 inh: 1.7; C diff HTS: -3; T cruzi growth: 6

Results for CCNC(=O)[C@H]1[C@H](CO)[C@H]2Cn3c(ccc(-c4ccccc4OC)c3=O)[C@H]2N1S(C)(=O)=O ?
Pf Dd2 inh: -3; GASC1 inh: -0.3; C diff HTS: -5; T cruzi growth: 43

How did CCS(=O)(=O)N1CCCCN2[C@@H](CO)[C@@H](c3ccc(C#CC(C)(C)O)cc3)[C@@H]2C1 do in these assays?
Pf Dd2 inh: 1; GASC1 inh: -0.5; C diff HTS: 8; T cruzi growth: 86

What do the screens show for `CO[C@H]1CN(C)C(=O)c2ccc(NC(=O)c3cccc(F)c3)cc2OC[C@@H](C)NC[C@@H]1C`?
Pf Dd2 inh: 40; GASC1 inh: 2.2; C diff HTS: -1; T cruzi growth: -17

Results for C[C@@H]1CN([C@H](C)CO)C(=O)c2cccc(NC(=O)NC3CCCCC3)c2O[C@@H]1CN(C)S(=O)(=O)c1cn(C)cn1 ?
Pf Dd2 inh: 3; GASC1 inh: 0.8; T cruzi growth: -53

How did C/C=C/c1cnc2c(c1)C(=O)N([C@H](C)CO)C[C@H](C)[C@@H](CN(C)C(=O)Nc1ccc(C(F)(F)F)cc1)O2 do in these assays?
Pf Dd2 inh: -13; GASC1 inh: -1.1; C diff HTS: -9; T cruzi growth: 108

What do the screens show for `CC(C)NC(=O)Nc1ccc2c(c1)CC(=O)N([C@H](C)CO)C[C@H](C)[C@H](CN(C)Cc1ccncc1)O2`?
Pf Dd2 inh: -2; GASC1 inh: 1.8; C diff HTS: 1

What do the screens show for `COc1ccc(NC(=O)Nc2ccc3c(c2)[C@@H]2C[C@@H](CC(=O)N4CCc5ccccc5C4)O[C@H](CO)[C@@H]2O3)cc1`?
Pf Dd2 inh: -11; GASC1 inh: -0.4; C diff HTS: -5; T cruzi growth: 4

How did C[C@@H]1CN([C@H](C)CO)C(=O)c2cccc(NC(=O)c3ccc(-c4nccs4)cc3)c2O[C@H]1CN(C)Cc1ccccc1 do in these assays?
Pf Dd2 inh: -19; GASC1 inh: 1.3; C diff HTS: -5; T cruzi growth: 67

How did COc1ccc(S(=O)(=O)N(C)C[C@@H]2Oc3ccc(NC(=O)Nc4ccc(C(F)(F)F)cc4)cc3C(=O)N([C@H](C)CO)C[C@@H]2C)cc1 do in these assays?
Pf Dd2 inh: -16; GASC1 inh: -0.2; C diff HTS: 15; T cruzi growth: 118

What do the screens show for `N#Cc1cccc(-c2ccc([C@@H]3[C@@H](CO)N4CCCCN(C(=O)Nc5ccc(F)cc5)C[C@H]34)cc2)c1`?
Pf Dd2 inh: -8; GASC1 inh: 0.8; C diff HTS: 1; T cruzi growth: 93

Results for CC(C)NC(=O)N(C)C[C@H]1Oc2ccc(NS(C)(=O)=O)cc2C(=O)N([C@H](C)CO)C[C@H]1C ?
Pf Dd2 inh: 14; GASC1 inh: 0.2; C diff HTS: -2; T cruzi growth: 15

Results for C[C@@H](NC(=O)C[C@@H]1C[C@H]2c3cc(NC(=O)CN(C)C)ccc3O[C@H]2[C@H](CO)O1)c1ccccc1 ?
Pf Dd2 inh: 11; GASC1 inh: -0.3; C diff HTS: 1; T cruzi growth: 14

What do the screens show for `CNC[C@H]1Oc2ccc(NC(=O)C3CCCCC3)cc2CC(=O)N([C@H](C)CO)C[C@@H]1C`?
Pf Dd2 inh: 26; GASC1 inh: -1.4; C diff HTS: -3; T cruzi growth: -4

How did COc1cccc(NC(=O)N[C@@H]2C=C[C@@H](CC(=O)N3CCCCC3)O[C@H]2CO)c1 do in these assays?
Pf Dd2 inh: 7; GASC1 inh: -0.2; C diff HTS: 5; T cruzi growth: 3

What do the screens show for `O=C(C[C@@H]1C[C@H]2c3cc(NC(=O)CC4CC4)ccc3O[C@H]2[C@@H](CO)O1)NCc1ccccc1`?
Pf Dd2 inh: 13; GASC1 inh: -2.8; T cruzi growth: 18

How did COc1ccccc1NC(=O)N[C@H]1CC[C@@H](CCNC(=O)c2ccc3c(c2)OCO3)O[C@@H]1CO do in these assays?
Pf Dd2 inh: 1; GASC1 inh: 0.6; T cruzi growth: -21

Results for Cc1ccc(S(=O)(=O)N(C)C[C@H]2Oc3ccc(NC(=O)Nc4ccc(C(F)(F)F)cc4)cc3C(=O)N([C@H](C)CO)C[C@@H]2C)cc1 ?
Pf Dd2 inh: -45; GASC1 inh: -0.6; C diff HTS: 1; T cruzi growth: 44

Results for CN(C)CC#Cc1ccc([C@@H]2[C@@H](CO)N3CCCCN(C(=O)C4CCCC4)C[C@@H]23)cc1 ?
Pf Dd2 inh: 24; C diff HTS: 12; T cruzi growth: 12

What do the screens show for `CNC(=O)C[C@H]1CC[C@@H]2[C@@H](COc3ccc(NC(=O)c4cccc(F)c4)cc3C(=O)N2C)O1`?
Pf Dd2 inh: -9&-4; GASC1 inh: 2.0&-0.7; C diff HTS: -2&3; T cruzi growth: 3&-19

How did CCCC(=O)Nc1ccc2c(c1)C(=O)N(C)[C@@H]1CC[C@H](CC(=O)NCCN3CCCCC3)O[C@@H]1CO2 do in these assays?
Pf Dd2 inh: 13; GASC1 inh: 0.1; C diff HTS: -2; T cruzi growth: -16

How did CCc1cnc(N2[C@H](CO)[C@@H](c3ccc(-c4cccc(F)c4)cc3)[C@@H]2C#N)s1 do in these assays?
Pf Dd2 inh: 3; GASC1 inh: -1.0; C diff HTS: 18; T cruzi growth: 85

How did CCC(=O)N1C[C@@H](C)[C@H](OC)CN(C)C(=O)c2ccc(NC(=O)Nc3cccc(F)c3)cc2OC[C@@H]1C do in these assays?
Pf Dd2 inh: -17; GASC1 inh: -1.1; C diff HTS: -5; T cruzi growth: -9

What do the screens show for `CO[C@@H]1CN(C)C(=O)c2ccc(NC(=O)Nc3ccc4c(c3)OCO4)cc2OC[C@@H](C)N(C)C[C@H]1C`?
Pf Dd2 inh: -62; GASC1 inh: 4.4; C diff HTS: -3; T cruzi growth: 5

How did CC(=O)N(C)C[C@@H]1[C@@H](c2ccc(-c3ccccc3F)cc2)[C@@H](CO)N1C(C)=O do in these assays?
Pf Dd2 inh: 5; GASC1 inh: -2.1; C diff HTS: -6; T cruzi growth: 113*

Results for C[C@@H]1CN([C@H](C)CO)C(=O)Cc2cc(NC(=O)Nc3ccccc3)ccc2O[C@@H]1CN(C)Cc1ccc(C(=O)O)cc1 ?
Pf Dd2 inh: 26; C diff HTS: -5; T cruzi growth: 1

Results for COc1ccccc1NC(=O)N1CCCCN2[C@H](CO)[C@@H](c3ccc(C#CC4CCCC4)cc3)[C@@H]2C1 ?
Pf Dd2 inh: -15; GASC1 inh: -0.9; C diff HTS: 30; T cruzi growth: 102*
